Screens: PubChem BioAssay, several laboratories
Granule exo inh: lytic granule exocytosis inhibition; TALL-104 LAMP-1 surface exposure, flow cytometry; cells stimulated with thapsigargin and PMA; inhibition, % at 10 µM; actives 0.66% (n = 360,000); AID 651702;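 active = inhibition above about 55%, limit read from the data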
ABHD5 PLIN5 PPI: blocks binding of human ABHD5 to perilipin-5. Q00G26+Q8WTS1. Split G. princeps luciferase complementation, luminescence, 4 h. inhibition, % at 4 µM. actives 0.78% (n = 360,000). AID 602281;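 active = inhibition above the mean inhibition across every tested compound plus 3 SD, cut at about 22% in these data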;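 also: 0% = DMSO only wells and the 100% control is not disclosed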
MC4R antagonist: antagonists of human melanocortin 4 receptor (MC4R); inhibition, % at 6.5 µM; actives 0.48% (n = 360,000); AID 540295; MC4R-expressing cells, MTII-stimulated cAMP, LANCE TR-FRET;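 active = inhibition above its plate's cutoff, the mean of tested wells on that plate plus 3 SD, cut at about 29% in these data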;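 also: 0% = Melanotan II alone and 100% = Melanotan II plus saturating MCL0020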
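system = U2OS cells with stable human MC4R expression | also added = Melanotan II challenge after compound preincubation | dosing = one concentration, 6.5 µM nominal | incubation = compound 30 min, challenge 1 h, detection 1 h | measured by = TR-FRET with Eu-cAMP and labeled anti-cAMP, 671 nm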
MC4R barr agon: activates human MC4R beta-arrestin recruitment; actives 0.98% (n = 360,000); AID 540308; activation, % at 8.9 µM; U2OS MC4R beta-arrestin complementation, luminescence; percent of melanotan II response, DMSO zero; P32245;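 active = activation above a per-plate cutoff, the mean activation of sample wells on that plate plus 3 SD, cut at about 8% in these data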
Glyco luc inh: N-linked glycosylation inhibition. D54 ERlucT glycosylation luciferase reporter, 24 h; percent of 100 nM tunicamycin response. reporter increase, % at 12.5 µM. actives 0.23% (n = 360,000). AID 588692;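 active = mean luciferase reporter signal, scaled so untreated is 0 and the glycosylation-blocking control 100, at or above a set limit in every replicate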;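 also: luciferase carries N-glycosylation sites so blocking glycosylation raises the light; 0% = median of neutral control wells and 100% = median of 100 nM tunicamycin wells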
TLR9-MyD88 block: TLR9-MyD88 interaction inhibition | Q9NR96+Q99836 | CHO BLA complementation TLR9-MyD88, CCF4 FRET ratio | inhibition, % at 4.98 µM | actives 0.21% (n = 340,000);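 active = inhibition above the mean over all tested compounds plus 3 SD, cut at about 21% in these data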;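 also: 0% = DMSO only wells and 100% = clavulanate BLA inhibitor control wells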
Target sequence (Q99836 whole entry, looked up): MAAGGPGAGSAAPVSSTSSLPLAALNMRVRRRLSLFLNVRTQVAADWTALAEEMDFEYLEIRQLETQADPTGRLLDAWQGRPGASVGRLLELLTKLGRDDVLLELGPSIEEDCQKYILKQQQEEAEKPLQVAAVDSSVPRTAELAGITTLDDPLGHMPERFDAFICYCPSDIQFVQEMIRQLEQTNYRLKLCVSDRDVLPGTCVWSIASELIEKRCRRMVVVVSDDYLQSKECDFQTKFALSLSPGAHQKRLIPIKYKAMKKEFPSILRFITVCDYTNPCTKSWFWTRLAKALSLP
Target sequence (Q9NR96 whole entry, looked up): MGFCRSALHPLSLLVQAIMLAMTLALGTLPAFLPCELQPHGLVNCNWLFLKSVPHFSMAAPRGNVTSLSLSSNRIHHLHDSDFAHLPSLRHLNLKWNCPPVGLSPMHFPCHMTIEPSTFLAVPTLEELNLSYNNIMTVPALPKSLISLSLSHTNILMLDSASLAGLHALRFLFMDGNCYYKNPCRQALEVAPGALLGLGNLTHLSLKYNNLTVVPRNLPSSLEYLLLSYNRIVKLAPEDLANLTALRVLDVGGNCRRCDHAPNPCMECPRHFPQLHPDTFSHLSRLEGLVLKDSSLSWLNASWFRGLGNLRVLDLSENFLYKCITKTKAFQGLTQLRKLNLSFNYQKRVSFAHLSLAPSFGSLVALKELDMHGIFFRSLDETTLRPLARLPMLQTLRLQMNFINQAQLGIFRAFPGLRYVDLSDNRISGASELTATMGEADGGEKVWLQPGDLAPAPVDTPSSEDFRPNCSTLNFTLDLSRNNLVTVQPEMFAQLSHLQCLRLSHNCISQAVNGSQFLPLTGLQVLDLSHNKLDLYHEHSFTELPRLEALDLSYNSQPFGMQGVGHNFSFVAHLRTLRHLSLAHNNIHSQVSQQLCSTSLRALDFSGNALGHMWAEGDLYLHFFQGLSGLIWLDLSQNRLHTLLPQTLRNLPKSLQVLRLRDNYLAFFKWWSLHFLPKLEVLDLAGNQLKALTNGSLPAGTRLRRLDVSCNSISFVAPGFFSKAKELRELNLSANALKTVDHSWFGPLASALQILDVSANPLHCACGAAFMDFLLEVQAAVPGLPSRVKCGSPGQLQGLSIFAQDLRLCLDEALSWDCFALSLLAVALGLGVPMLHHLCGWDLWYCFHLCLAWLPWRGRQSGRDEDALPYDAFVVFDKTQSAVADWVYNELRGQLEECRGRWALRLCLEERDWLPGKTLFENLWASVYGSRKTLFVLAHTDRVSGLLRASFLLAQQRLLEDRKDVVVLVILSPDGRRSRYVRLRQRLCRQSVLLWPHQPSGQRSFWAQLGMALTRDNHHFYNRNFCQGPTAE
NOD2 RIPK2 PPI: inhibitors of human NOD2-RIPK2 interaction. inhibition, % at 4.98 µM. O43353. actives 0.38% (n = 360,000). CHO BLA complementation NOD2-RIPK2, CCF4 ratio; in the data active = inhibition above about 21%;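 also: 0% = vehicle only and 100% = reference blocker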
aDG glyco up: increases alpha dystroglycan glycosylation; Pro5-aDG cells, alpha-DG glycosylation AlphaScreen (IIH6); 0% Pro5, 100% B10-LARGE cell signal; activation, % at 10 µM; actives 0.22% (n = 360,000); AID 624168;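 active = activation of at least 8% versus controls, or a plate z-score of at least 8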;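 also: Pro5 are CHO cells carrying HIG-tagged alpha-DG that lacks glycosylation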
Vif imaging: HIV Vif inhibition; HEK293T cells, Vif self-association by quenched fluorescence, imaging, 24 h; inhibition, % at 7.49 µM; actives 0.35% (n = 340,000); in the data active = inhibition above about 50%, passing the limit was not always enough; also: some results filed as inactive read as strong as hits
ABCB6 inh MLPCN: blocks the human ABCB6 transporter | Q9NP58 | fluorescence ratio to DMSO, % at 10 µM | actives 0.19% (n = 360,000) | K562-ABCB6 porphyrin accumulation, flow cytometry, 1 h; active compounds read low;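 active = fluorescence ratio to DMSO below 75%, the collection mean minus 3 SD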;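 also: signal is porphyrin accumulated inside mitochondria; 100% equals median channel fluorescence of DMSO control wells; lower ratio means ABCB6 inhibition with less porphyrin fluorescence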
Numbers without * were called inactive; i = inactive; . = not tested or not shown. Not all compounds are listed, so the mix of outcomes need not match the whole.

SMILES	Granule exo inh	ABHD5 PLIN5 PPI	MC4R antagonist	MC4R barr agon	Glyco luc inh	TLR9-MyD88 block	NOD2 RIPK2 PPI	aDG glyco up	Vif imaging	ABCB6 inh MLPCN
Cc1ccc(C(=O)NNC(=O)CSc2nc(N)cc(N)n2)cc1	-3.5	-6.0	8.5	-1.0	3.7	-14.4	-1.6	-0.1	0.0	99.0
COC(=O)c1ccc2c(=O)n(-c3ccc(OC)cc3)c(=S)[nH]c2c1	4.7	-7.7	11.2	-1.0	8.5	9.8	-0.1	0.1	-3.0	i
CCCn1cnnc1CNC(=O)C1CCC(=O)N(CCc2cccc(F)c2)C1 (configuration not stated)	-1.5	2.8	-1.6	1.2	2.0	-11.0	-3.9	-0.2	-9.8	100.0
COc1ccc(C(O)c2nc(-c3cncnc3)cs2)cc1 (configuration not stated)	-1.4	-1.6	8.4	1.6	1.3	.	-11.9	-0.1	0.0	98.0
COc1cc2[nH]c(=S)n(NC(=O)CC(C)C)c(=O)c2cc1OC	-0.3	-3.6	-0.1	-2.4	-0.6	-4.2	0.1	-0.2	1.4	94.0
O=C(O)CCc1nn2c3ccccc3nc2n(-c2ccccc2)c1=O	7.7	-1.4	0.5	0.2	1.3	-5.1	3.3	-0.1	.	95.0
CCOc1ccc2[nH]cc(-c3csc(N)n3)c2c1	-6.1	-11.2	2.9	-1.7	0.2	12.0	-1.2	0.2	-3.2	106.0
O=C(NC1CCCCC1)C1CCN(S(=O)(=O)c2cccc3nsnc23)CC1	-7.8	2.1	1.5	-1.2	1.2	-3.9	-5.8	-0.1	-3.2	95.0
COc1ccc(N(CC(=O)NN=C2CCCC2)S(=O)(=O)c2ccccc2)cc1	0.3	-2.7	9.9	1.9	-1.2	-4.0	-0.1	-0.2	32.7	94.0
COc1ccc(Cl)cc1NC(=O)CN1CCN(S(=O)(=O)c2ccc(F)cc2)CC1	-6.8	4.3	26.7	-0.2	-6.0	-4.3	-1.8	0.6	-1.3	100.0
CCc1cc(=O)[nH]c(SCc2cccnc2)n1	0.4	-3.5	4.3	-3.4	-0.9	6.6	9.4	0.1	-4.5	84.0
CCCCNS(=O)(=O)c1ccc(NC(=O)Cc2ccc(OC)cc2)cc1	2.0	2.1	14.8	-2.2	-4.3	3.1	-0.5	1.5	-2.8	96.0
O=C(Nc1nccs1)c1ccc2c(c1)OCO2	-5.6	-1.2	1.0	1.5	-1.6	-0.5	6.0	-0.2	21.0	103.0
CC(C)[N+](C)(C)CC(O)CN(c1ccccc1)c1ccccc1 (configuration not stated)	-0.6	-1.8	5.7	-1.4	1.0	1.6	-2.9	0.0	-1.2	97.0
CCCCN(C(=O)C1CC(=O)N(c2ccc3c(c2)OCCO3)C1)c1c(N)n(CCCC)c(=O)[nH]c1=O (configuration not stated)	-2.0	1.6	6.6	0.3	2.1	8.4	-2.9	-0.1	-4.6	97.0
Nc1n[nH]c(CCCO)n1	-1.7	-4.6	2.5	-0.1	1.5	0.6	-3.8	0.5	6.9	119.0
COc1ccccc1-c1cnc(C(O)c2cccc(C)c2C)[nH]1 (configuration not stated)	1.5	0.0	3.4	-1.1	3.0	.	-6.9	0.0	6.4	86.0
O=C(O[C@H]1[C@H](Cc2ccccc2)NS(=O)(=O)[C@H]2C[C@@H]3C=C[C@]12O3)c1ccc([N+](=O)[O-])cc1	-6.9	6.3	8.5	-1.5	3.0	-5.3	-11.9	0.0	-5.0	97.0
Cc1ccc(NC(=O)CCSCCc2ccccn2)cc1	-0.2	1.3	-6.2	-0.6	-0.5	-1.5	-6.1	0.1	-3.3	95.0
CCCCOc1ccc(C2CCC(C(C)=O)C(C)C2)cc1 (configuration not stated)	-1.3	-1.6	-3.3	0.2	-8.0	-5.1	-11.6	0.3	-0.6	98.0
Cc1csc(NC(=O)CSc2nnc(C)s2)n1	-3.2	4.5	4.9	-2.0	4.3	-13.2	-0.4	-0.1	-1.5	102.0
CC(C)OC(=O)c1cc(NC(=O)c2nn(C)cc2Br)cc(C(=O)OC(C)C)c1	-7.8	2.1	-4.2	-0.8	-4.9	-0.6	-7.9	0.0	-6.9	97.0
O=C(COC(=O)c1cc([N+](=O)[O-])ccc1NCCO)Nc1ccc2c(c1)OCO2	3.1	2.5	-6.4	-2.1	-2.0	-1.8	-20.0	0.1	6.4	95.0
CCn1cc(/C=C(\NC(=O)c2ccc(OC)c(OC)c2)C(=O)N2CCOCC2)c2ccccc21	1.8	-7.7	5.5	-2.9	1.3	0.5	-3.2	-0.5	-0.9	101.0
CCN(CC)CCN(Cc1cc2ccc(C)cc2[nH]c1=O)C(=O)Nc1ccc(Cl)cc1	35.1	6.6	5.6	-3.9	-4.4	-1.4	4.2	2.2	-5.6	104.0
O=c1c(O)c(-c2ccc(O)c(O)c2)oc2cc(O)ccc12	14.6	8.1	-7.2	-0.2	-9.4	20.1	25.0*	0.0	-3.9	99.0
Cc1nnc2c3ccccc3c(Cl)nn12	0.5	8.7	-3.1	-1.7	5.9	-2.6	-7.8	0.0	12.3	97.0
CN(CCCC(=O)NCCc1ccccc1)S(=O)(=O)c1ccc([N+](=O)[O-])cc1	-19.2	-5.5	-9.2	0.4	2.8	0.3	9.2	0.1	1.0	93.0
NC(=S)NCc1cccnc1	0.5	1.1	0.4	-2.0	1.6	0.0	-1.5	0.4	-3.6	104.0
Cn1c(SCC(=O)NC2CCCc3ccccc32)nnc1C1CC1 (configuration not stated)	-7.5	-2.8	5.1	-3.3	-1.2	2.4	-7.5	-0.2	-1.4	99.0
CN(c1ccccc1)S(=O)(=O)c1cccc(C(=O)NCC(c2cccs2)N2CCOCC2)c1 (configuration not stated)	3.8	0.3	14.6	-0.7	0.0	-1.2	2.8	-0.2	-0.6	99.0
CCOCCCNC(=O)C(NC(=O)CNC(=O)c1ccccc1)c1ccc(C)cc1 (configuration not stated)	3.7	-1.0	1.1	-0.6	0.2	-2.8	-3.2	0.0	7.8	96.0
Nc1cccc(/C=C/C(=O)O)c1	0.4	-0.8	-4.4	1.5	1.1	-1.3	-6.7	-0.2	-0.7	96.0
O=C1COc2ccc(S(=O)(=O)Nc3cccc(Cl)c3)cc2N1	-6.4	-12.7	7.6	0.7	-1.9	5.4	-1.5	-0.5	-7.2	106.0
FC(F)(F)c1ccccc1CN1CCC(Cc2ccccc2)CC1	1.3	.	.	.	0.2	3.8	.	0.1	-2.7	100.0
O=c1c(Cl)c(NCc2ccc(F)cc2)cnn1C12CC3CC(CC(C3)C1)C2	0.5	-4.1	7.5	-1.1	-0.8	7.1	-6.5	0.8	15.8	99.0

Profiles, looked up by structure.
Record of COC(=O)c1ccc2c(=O)n(-c3ccc(OC)cc3)c(=S)[nH]c2c1 : Granule exo inh = 4.7; ABHD5 PLIN5 PPI = -7.7; MC4R antagonist = 11.2; MC4R barr agon = -1.0; Glyco luc inh = 8.5; TLR9-MyD88 block = 9.8; NOD2 RIPK2 PPI = -0.1; aDG glyco up = 0.1; Vif imaging = -3.0; ABCB6 inh MLPCN = i
Record of O=C(O)CCc1nn2c3ccccc3nc2n(-c2ccccc2)c1=O : Granule exo inh = 7.7; ABHD5 PLIN5 PPI = -1.4; MC4R antagonist = 0.5; MC4R barr agon = 0.2; Glyco luc inh = 1.3; TLR9-MyD88 block = -5.1; NOD2 RIPK2 PPI = 3.3; aDG glyco up = -0.1; Vif imaging = .; ABCB6 inh MLPCN = 95.0

Following part
SMILES	Granule exo inh	ABHD5 PLIN5 PPI	MC4R antagonist	MC4R barr agon	Glyco luc inh	TLR9-MyD88 block	NOD2 RIPK2 PPI	aDG glyco up	Vif imaging	ABCB6 inh MLPCN
CC(C)(C)S(=O)(=O)c1ccccc1-c1noc(-c2ccccc2)c1C(N)=O	-2.3	-4.4	4.6	-1.2	0.9	.	-22.0	0.0	-2.0	96.0
CS(=O)(=O)c1ccccc1C(=O)N(CCC1=CCCCC1)c1c(N)n(Cc2ccccc2)c(=O)[nH]c1=O	34.8	5.3	1.7	-1.1	1.7	7.0	-1.9	0.1	-2.5	102.0
Cc1ccc(C(=O)N2NC(c3ccc(F)cc3)C3C(=O)N(c4ccc(C)cc4)C(=O)C32)cc1 (configuration not stated)	-0.1	-17.3	20.3	4.5	0.1	-4.0	4.4	0.2	-7.2	94.0
OCc1ccc(-c2cncc3nccn23)cc1	-0.9	0.2	0.3	-1.1	1.4	.	-7.7	-0.1	-5.2	96.0
Cc1cccc(NS(=O)(=O)c2ccc(C(=O)N3CC(C)OC(C)C3)cc2)c1C (configuration not stated)	2.6	-6.4	0.9	-2.7	-0.9	-4.0	-13.3	0.2	-4.2	98.0
O=C(Nc1nncs1)c1ccccc1Br	2.5	-0.4	-6.3	0.6	1.7	-2.1	-3.8	-0.1	16.0	95.0
COc1ccc2[nH]cc(C(=O)NCCc3ccccc3)c(=O)c2c1	-0.3	1.1	-6.1	-0.8	1.0	-13.1	-11.2	0.0	13.1	103.0
CCc1ccc(C(=O)C(C)OC(=O)Cn2[nH]c(=O)c3ccccc3c2=O)cc1 (configuration not stated)	2.2	5.5	2.9	0.2	-0.6	-18.2	-10.1	0.0	10.5	97.0
C=CCc1cc(/C=C2/NC(=S)NC2=O)cc(OC)c1O	1.0	1.3	-13.1	-1.8	-0.2	9.3	-6.3	-0.1	1.0	87.0
Cc1csc(NC(=O)CSc2ccc(-c3ccccn3)nn2)n1	0.4	2.0	5.8	-0.3	-1.6	-3.9	-0.4	0.2	-3.1	105.0
CC(=O)c1cnc2ncnn2c1C	6.1	-5.5	8.6	2.0	-0.3	-14.2	-10.6	-0.2	1.9	101.0
O=C(NCC(c1ccco1)N1CCN(c2ccccc2)CC1)c1cccs1 (configuration not stated)	-1.5	6.7	-3.8	1.7	1.4	-8.5	-10.8	0.8	-2.8	96.0
Cc1ccc(NS(=O)(=O)c2ccc3c(c2)c(=O)n(C)c(=O)n3C)cc1F	0.4	-2.6	4.1	-0.8	-2.6	8.1	4.8	0.2	3.5	87.0
CC(C)CN(CC(C)C)S(=O)(=O)c1cc([N+](=O)[O-])ccc1N1CCCCCC1	10.0	-2.4	-8.5	-0.7	-7.6	4.0	-3.6	-0.1	4.9	91.0
Cc1oc(-c2cccc(Cl)c2)nc1CN(C)C1CCOC1 (configuration not stated)	-2.3	-3.1	-0.9	-1.5	0.8	4.9	-2.3	-0.1	14.6	102.0
Oc1ccc(C(c2nnnn2C2CCCC2)N2CCc3ccccc3C2)cc1 (configuration not stated)	1.8	6.6	21.8	0.8	-2.8	-1.9	-7.5	-0.2	13.5	95.0
O=C(N/N=C/c1ccc(OCc2ccc(F)cc2)cc1)c1ccccc1	-7.6	2.9	-1.3	4.9	-1.6	-2.0	-11.1	0.7	0.5	100.0
CNC(=O)/C(=C\c1ccc2c(c1)OCO2)NC(=O)c1ccc(Br)cc1	0.6	0.2	1.4	-0.3	0.9	-2.3	-0.7	0.2	-2.8	90.0
OC(COc1cccc2ccccc12)CN1CCCC1 (configuration not stated)	-1.1	13.7	14.4	0.3	-0.4	-3.0	-10.6	-0.1	8.7	93.0
O=C(NCCc1ccccc1F)C1CCCN1S(=O)(=O)c1ccc2ccccc2c1 (configuration not stated)	29.1	-11.0	4.5	0.4	-2.7	-10.1	-11.7	0.2	-9.5	94.0
